CHT PAM: allosteric activators of human choline transporter CHT. Q9GZV3. CHT-expressing cells, membrane potential dye, choline EC20; hits give high values; LV-AA mutant CHT in HEK293 cells. B-score at 10 µM. 310,000 tested, 0.49% active. AID 488977;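 active means initial fluorescence not abnormally high and integrated response B-score, plate-corrected, over 3 SD above library mean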
Target sequence (Q9GZV3 whole entry, looked up): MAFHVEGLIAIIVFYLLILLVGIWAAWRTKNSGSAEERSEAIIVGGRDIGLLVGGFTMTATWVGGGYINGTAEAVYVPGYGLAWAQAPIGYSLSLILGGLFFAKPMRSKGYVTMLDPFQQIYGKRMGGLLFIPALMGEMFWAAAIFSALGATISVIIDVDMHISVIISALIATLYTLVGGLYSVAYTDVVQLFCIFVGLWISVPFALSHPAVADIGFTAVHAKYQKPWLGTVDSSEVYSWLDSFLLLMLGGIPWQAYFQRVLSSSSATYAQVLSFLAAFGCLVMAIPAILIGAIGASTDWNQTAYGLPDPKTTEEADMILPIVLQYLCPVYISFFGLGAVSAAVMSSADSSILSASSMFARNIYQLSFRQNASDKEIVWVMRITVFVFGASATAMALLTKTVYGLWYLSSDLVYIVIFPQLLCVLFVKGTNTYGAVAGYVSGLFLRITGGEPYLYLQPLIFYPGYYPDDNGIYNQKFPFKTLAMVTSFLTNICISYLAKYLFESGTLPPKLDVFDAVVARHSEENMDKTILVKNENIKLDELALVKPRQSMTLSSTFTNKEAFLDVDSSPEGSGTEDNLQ
CHT inh: inhibits the human high affinity choline transporter | Q9GZV3 | CHT-expressing cells, membrane potential dye, choline response; hits give low values | B-score at 10 µM | 310,000 tested, 0.86% active | AID 488975;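 active means B-score over 3 SD under the library average, and starting fluorescence ratio not unusually high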;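 further: choline stimulus applied at its EC90 after an EC20 pre-addition; B-score computed on integrated fluorescence ratio after choline addition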
* marks the source's active call; other numbers are inactive results; i = inactive. Not all compounds are listed (hit frequency here may not be typical).

Results follow in this order: CHT PAM | CHT inh
C[n+]1c(-c2ccccc2)cc(-c2ccc(Cl)cc2)cc1-c1ccccc1
  7.2* | i
COc1ccccc1Sc1ccccc1CC(C)N (stereo not drawn)
  i | i
CCN1CCN(C(=O)Cc2coc3cc(C)cc(C)c23)CC1
  i | i
C=CCn1c(O)c(C(C)=Nc2cccc(C(=O)O)c2)c(=O)[nH]c1=O
  i | i
COC(=O)C1=C(c2cccc(OC)c2OC)C[C@@H]2CC[C@H]1N2C(=O)NCCNC(C)=O
  i | i
COc1ccc(-c2nc3ccccc3c(=O)o2)cc1
  i | i
CCCn1c(C)cc(C=O)c1C
  i | i
Cc1cccc(C(O)(C(=O)NNC(=O)CN2CCN(C)CC2)c2cccc(C)c2)c1
  i | i
CC1CN=C(NCc2ccc(F)cc2)S1 (stereo not drawn)
  i | i
C=CCn1c(O)c(C(C)=NC(C)c2ccccc2)c(=O)[nH]c1=O (stereo not drawn)
  i | i
Cc1cc(C)nc(NS(=O)(=O)c2ccc(N=Cc3c(O)n(C)c(=O)n(C)c3=O)cc2)n1
  i | i
O=C(CF)NC(NC(=S)Nc1ccccc1O)C(Cl)(Cl)Cl (stereo not drawn)
  i | i
O=C(Nc1ccc(OC(=O)N2CCCC2)cc1)N1CCOCC1
  i | i
Clc1ccc(C2N3CCCN23)c(Cl)c1 (stereo not drawn)
  i | i
O=C(C1CC(=O)N(C2CCCCCCC2)C1)N1CCC2(CC1)OCCO2 (stereo not drawn)
  i | i
CN(C)C(=O)On1c(-c2ccccc2)nc2ccc(Cl)cc21
  i | i
COC(=O)C1C2c3ccccc3OC1(C)N=c1s/c(=C/c3cn(C)nc3C)c(=O)n12 (stereo not drawn)
  i | i
Cc1cc(C=O)c(C)n1CC1CCCO1 (stereo not drawn)
  i | i
CC12CC[C@H]3[C@@H](CCC4(O)C[C@H](O)CCC34/C=N/NC(=O)c3ccccc3Cl)C1(O)CCC2C1=CC(=O)OC1 (stereo partly drawn)
  i | i
Cc1cc(S(=O)(=O)NCC(C)C)ccc1OCC(=O)N1CCN(Cc2ccccc2)CC1
  i | i
COc1ccc(CN2C(=O)CC(=O)NC2=O)cc1
  i | i
CN(C)C(=O)Oc1ccc(Cl)c2cccnc12
  i | i
Cc1ccsc1-c1nc(CSCC(=O)N2CCC3(CC2)OCCO3)c(C)o1
  i | i
Cc1c(C=O)c2ccccc2n1Cc1ccccc1F
  i | i
O=C(c1ccc(-c2ccccc2)cc1)C1CCCN(Cc2ccn[nH]2)C1 (stereo not drawn)
  i | i
O=[N+]([O-])c1ccc(C2C3C(c4ccccc4)=NC4(CCCC4)N32)cc1 (stereo not drawn)
  i | i
O=C(NC1CN2CCC1CC2)c1ccc(-c2ccc([N+](=O)[O-])cc2)o1 (stereo not drawn)
  i | i
CNC(=O)OCCc1n(C)cc[n+]1C
  i | i
O=[N+]([O-])c1ccc(C2[C@H]3C(c4ccccc4)=NC4(CCCCC4)N23)cc1 (stereo partly drawn)
  i | i
CC(Cc1ccccc1)N1Cc2ccccc2C1 (stereo not drawn)
  i | i
N#CC1=C(N)Oc2c(c(=O)oc3ccccc23)C1c1ccccc1OC(=O)c1cccs1 (stereo not drawn)
  i | i
Cn1cccc1CNCCc1ccc(F)cc1
  i | i
C=Cn1c(P(=S)(N2CCOCC2)N2CCOCC2)cc2c1CCCC2
  i | i
COc1ccc(-n2c(O)c(/C=C3\C=Nc4ccc(Br)cc43)c(=O)[nH]c2=O)c(OC)c1
  i | i
O=c1cc(C2CCNCC2)[nH][nH]1
  i | i
CCSP1(=S)N=C(N2CCOCC2)C(C#N)=C2CCCN21 (stereo not drawn)
  i | i
COc1ccc(CCNCc2cccc(C(F)(F)F)c2)cc1OC
  i | i
Cc1cc([P+](=O)O)c(C)n1-c1ccc(Br)cc1
  i | i
CCSC1=NN1c1cc(C)nc(N)n1
  i | i
O=C1Nc2ccccc2/C1=C/c1cnc[nH]1
  i | i
Cc1c(C(=O)Nc2ccccc2)c2cc(O)ccc2n1Cc1ccccc1
  i | i
Cc1cccc(OP(=O)(Oc2cccc(C)c2)OC(c2ccccc2)C(F)(F)F)c1 (stereo not drawn)
  i | i
COc1ccc(C2CN(C)CC2C(=O)c2ccc(C)cc2)cc1Cl (stereo not drawn)
  i | i
O=C(O)CCCc1ccc(N(CCCl)CCCl)cc1
  i | i
COC(=O)C1=C(c2ccccc2)C[C@@H]2CC[C@H]1N2C(=O)NCCNC(C)=O
  i | i
CCC(=NCC1CCCO1)c1c(O)n(Cc2ccccc2)c(=O)[nH]c1=O (stereo not drawn)
  i | i
Cc1nn(Cc2ccccc2Cl)c(Cl)c1C(=O)O
  i | i
CN(C)CCCN=Cc1c(O)n(CCc2ccc(F)cc2)c(=O)[nH]c1=O
  i | i
COC(=O)c1ccc(N=C(c2ccccc2)c2c(O)n(C)c(=O)n(C)c2=O)cc1
  i | i
CCN1C[C@]2(COC)CC[C@H](OC)[C@@]34C5C[C@H]6C(=O)C5[C@](O)(C[C@H]6OC)[C@@](O)(C(OC)C23)[C@@H]14 (stereo partly drawn)
  i | i

Compound profiles (already shown). Screens in order: CHT PAM	CHT inh
Results for `Cc1cccc(OP(=O)(Oc2cccc(C)c2)OC(c2ccccc2)C(F)(F)F)c1` (stereo not drawn) : i	i
Results for `COC(=O)c1ccc(N=C(c2ccccc2)c2c(O)n(C)c(=O)n(C)c2=O)cc1` : i	i
Results for `CN(C)CCCN=Cc1c(O)n(CCc2ccc(F)cc2)c(=O)[nH]c1=O` : i	i
Results for `COc1ccc(C2CN(C)CC2C(=O)c2ccc(C)cc2)cc1Cl` (stereo not drawn) : i	i
Results for `CCC(=NCC1CCCO1)c1c(O)n(Cc2ccccc2)c(=O)[nH]c1=O` (stereo not drawn) : i	i

Following part:
Results follow in this order: CHT PAM | CHT inh
CCCc1cc(=O)oc2cc(OCC(=O)N3CCN(Cc4ccc5c(c4)OCO5)CC3)ccc12
  i | i
CCN(CC)C(=O)c1ccc(NC(=O)c2cccc(C(F)(F)F)c2)cc1
  i | i
O=C1NC(=O)C(CCc2ccncc2)(CCc2ccccn2)C(=O)N1c1ccc(Br)cc1 (stereo not drawn)
  i | i
O=C1NC(=O)C(CCc2ccncc2)(CCc2ccncc2)C(=O)N1C1CCCCC1
  i | i
COC(=O)C(O)(c1ccc(NC(=S)NC(=O)c2ccc(Cl)cc2Cl)cc1)C(F)(F)F (stereo not drawn)
  i | i
S=C(NC1CCCCC1)N1CCC(c2cnc[nH]2)CC1
  i | i
Cc1nn(Cc2ccccc2Cl)c(C)c1C(=O)OCC(=O)N1CC(C)OC(C)C1 (stereo not drawn)
  i | i
CN(C(=O)c1ccc(Cl)nc1)C1(c2ccccc2Cl)CCCCC1=O (stereo not drawn)
  i | i
C/C=C1/CC(C)C(C)(O)C(=O)OCC2CCN3CCC(OC1=O)C23 (stereo not drawn)
  i | i
COc1ccccc1N1C(=O)NC(=O)/C(=C/c2ccc3c(c2)Cc2ccccc2-3)C1=O
  i | i
CCOC(=O)c1c(C)c(C(=O)N2CCC3(CC2)OCCO3)c(C)n1CC
  i | i
CCC(=NCCN1CCOCC1)c1c(O)n(C2CCCCC2)c(=O)[nH]c1=O
  i | i
Cc1ccc(C2C(=O)NC(=O)NC2=O)cc1
  i | i
O=P(O)(O)C12CC3CC(CC(C3)C1)C2
  i | i
c1cnc2c(c1)ccc1ncccc12
  i | i
CC1CCN(C(=O)c2ccc(N3CC4CC(C3)c3cccc(=O)n3C4)c([N+](=O)[O-])c2)CC1 (stereo not drawn)
  i | i
CC1CCCCC1NC(=O)CNC(=S)N1CC2CC(C1)c1cccc(=O)n1C2 (stereo not drawn)
  i | i
COCCOC(=O)c1c(N)n(Cc2ccccc2)c2nc3ccccc3nc12
  i | i
C=C1C(=O)O[C@@H]2C[C@@H](C)[C@@H]3C=CC(=O)[C@@]3(C)[C@@H](OC(=O)CC(=O)O[C@H]3[C@@H]4C(=C)C(=O)O[C@@H]4C[C@@H](C)[C@@H]4C=CC(=O)[C@]43C)[C@H]12
  i | i
CCCCn1c(N)c(C(=O)NCc2cccs2)c2nc3ccccc3nc21
  i | i
O=C(CCC(=O)N1CC2C[C@@H](C1)Cn1c2cccc1=O)NCCc1ccccc1F
  i | i
CCC(=NCCC1=CCCCC1)c1c(O)[nH]c(=O)[nH]c1=O
  i | i
CCCCCCn1c(O)c(C=Nc2c(C)n(C)n(-c3ccccc3)c2=O)c(=O)[nH]c1=O
  i | i
CN1CCN(Cc2ccccc2C(F)(F)F)CC1
  i | i
O=C(O)C1Cc2ccccc2N2CCCC12 (stereo not drawn)
  i | i
CC1(O)C[C@]2(C)N(O)C3CCCC[C@@H]3N2O1 (stereo partly drawn)
  i | i
COc1ccc(N2CCN(C(CNC(=O)Oc3ccccc3)c3cccnc3)CC2)cc1 (stereo not drawn)
  i | i
CN1C(=O)C(Cc2cccs2)C(=O)N(C)C1=O
  i | i
COC(=O)c1c(C)n(Cc2ccc3c(c2)OCO3)c2ccc(O)cc12
  i | i
N#CC1=C(N)Oc2c(c(=O)oc3ccccc23)C1c1ccc([N+](=O)[O-])o1 (stereo not drawn)
  i | i
CC1=CC(=O)OC2CC3OC4C[C@@H](C)C5OC6CC7O[C@]8(C)C/C=C\C9OC%10CC%11OC(CC(C)CO)CC(O)[C@]%11(C)OC%10CC9OC8C[C@]7(C)O[C@]6(C)CCC5OC4C[C@]3(C)OC12 (stereo partly drawn)
  i | i
Cc1ccc(/C=C2\C(=O)NC(=S)N(c3ccc(F)cc3)C2=O)s1
  i | i
CC(=O)O[C@H]1CC[C@@]2(C)[C@H](C1)C(=O)C[C@H]1[C@@H]3CC[C@@H]4[C@@H](CN5C[C@@H](C)CC[C@H]5[C@@]4(C)O)[C@@H]3C[C@@H]12
  i | i
Cc1ccc(NC(=O)c2snnc2C)cc1Cl
  i | i
COc1ccccc1OCC(=O)N1CCCC(N(C)Cc2ccccc2)C1 (stereo not drawn)
  i | i
O=[N+]([O-])c1cnc2ccc3ccccc3c2c1
  i | i
O=C(O)c1cc2ccccc2oc1=O
  i | i
Cc1c(NC(NC(=O)CF)C(Cl)(Cl)Cl)c(=O)n(-c2ccccc2)n1C (stereo not drawn)
  i | i
O=c1cccc2n1CC1CC2CN(Cc2c(Cl)cccc2Cl)C1 (stereo not drawn)
  i | i
CCC(=NCc1cc(OC)cc(OC)c1)c1c(O)[nH]c(=O)[nH]c1=O
  i | i
Cc1ccc(C)c(OCC(=O)N2CCCN(C)CC2)c1
  i | i
C[C@]12CCC(=O)C=C1C=C[C@@H]1[C@@H]2CC[C@@]2(C)[C@H]1CC[C@@]2(O)CCC(=O)O
  i | i
N#C/C(=C(/O)c1ccc(S(=O)(=O)N(CCCl)CCCl)cc1)c1nc2ccccc2[nH]1
  i | i
CCCCC(=O)N/N=C/c1c(O)n(CCc2ccc(OC)c(OC)c2)c(=O)[nH]c1=O
  i | i
Cc1cccc(OC(=O)N2CCOCC2)c1
  i | i
CCn1c(O)c(/C=N/NC(=O)c2ccccc2)c(=O)n(CC)c1=S
  i | i
O=C(NC(C(Cl)Cl)N1CCOCC1)c1ccccc1 (stereo not drawn)
  i | i
COc1ccc2c(C)c(CCC(=O)N3C[C@H]4C[C@@H](C3)c3cccc(=O)n3C4)c(=O)oc2c1
  i | i
CC(C)OP(=O)(OC(C)C)C(NCc1ccccc1)c1ccccc1 (stereo not drawn)
  i | i
CN(C)Cc1c[nH]c2ccccc12
  i | i

Filtered by structure: the compounds so far containing two or more sulfur atoms (three)
Results follow in this order: CHT PAM | CHT inh
Cc1ccsc1-c1nc(CSCC(=O)N2CCC3(CC2)OCCO3)c(C)o1
  i | i
CCSP1(=S)N=C(N2CCOCC2)C(C#N)=C2CCCN21 (stereo not drawn)
  i | i
Cc1ccc(/C=C2\C(=O)NC(=S)N(c3ccc(F)cc3)C2=O)s1
  i | i

(cont.)
Results follow in this order: CHT PAM | CHT inh
Cc1ccc(-c2cc(-c3ccc(C)cc3)[n+](-c3ccccc3)c(-c3ccc(C)cc3)c2)cc1
  i | -5.5*
COc1cccc(O)c1CN1CCCC(C(=O)c2ccccc2SC)C1 (stereo not drawn)
  i | i
CC(=O)N1N=C2C3CCN(CC3)C2C1c1ccc(Br)cc1 (stereo not drawn)
  i | i
CCN(CC)CCN/N=C(\C)c1c(O)[nH]c(=O)[nH]c1=O
  i | i
COc1ccc(C2C([N+](=O)[O-])=C(N)Oc3c2c(=O)oc2ccccc32)cc1 (stereo not drawn)
  i | i
CCc1ccc(N2C(=O)CC(=O)NC2=O)cc1
  i | i
O=c1[nH]c(O)c(/C=C2/C=CC(c3cc(Cl)ccc3Cl)=N2)c(=O)[nH]1
  i | i
CCC(=NCc1ccco1)c1c(O)n(-c2ccc(Cl)cc2)c(=O)[nH]c1=O
  i | i
CCCn1cc(CN2CCCC(C(=O)c3cccc(OC)c3)C2)c(C)n1 (stereo not drawn)
  i | i
O=c1[nH]c(=S)n(-c2ccc(Cl)cc2)c(O)c1/C=N/N1CCOCC1
  i | i
CC(=O)OC1C2CCC1C(N1CCCCC1)CC2 (stereo not drawn)
  i | i
O=C(COC(=O)Cc1ccccc1)Nc1nnc(-c2ccccc2)o1
  i | i
CN(C)P1(N(C)C)=Nc2c(c(N)nn2C)C(c2ccccc2)=N1
  i | i
O=c1cccc2n1CC1CC2CN(c2ncnc3c2cnn3-c2ccc(Cl)cc2)C1 (stereo not drawn)
  i | i
COC(=O)C(O)(c1ccc(N(C)S(=O)(=O)c2ccccc2)cc1)C(F)(F)F (stereo not drawn)
  i | i
O=Cc1cn(Cc2c(F)cccc2Cl)nc1-c1ccccc1
  i | i
COc1ccc(N=Cc2c(O)n(C)c(=O)n(C)c2=O)cc1
  i | i

High-throughput results: PubChem BioAssay, Johns Hopkins Ion Channel Center
